# CaV13 FRET inh: Primary screen for inhibitors of IQ motif and Ca2+-dependent inactivation inhibitor domain binding in CACNA1D, Förster resonance energy transfer in living cells, …. HEK cells, CFP/YFP FRET ICDI-IQ, plate reader, 10 min; percent FRET-ratio fall versus neutral wells. inhibition, % at 12.3 µM. hit rate 0.098% among 340,000. AID 743397;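 active = mean replicate inhibition of at least 30% and at least 1% of replicates passing that level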;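 note: 0% = median of the neutral control wells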
# H9c2 protect: cardioprotection against H2O2-induced cell death, primary screen, uHTS, H9c2 cells, ATPLite luminescence; hit rate 0.63% among 360,000; H9c2 cardiomyocytes, H2O2 injury protection, 2 h; protection from H2O2 cell death, % at 20 µM;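 active = compounds giving at least 50% protection of heart cells from peroxide-induced death in the single-dose screen, raw or plate-pattern-corrected value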;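 note: 0% = DMSO wells with peroxide and 100% = DMSO wells without peroxide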
# m5-HT2A agonist: mouse Htr2a agonists via beta-arrestin recruitment, primary screen, cell-based, luminescence | CHO-K1 mHTR2A beta-arrestin complementation; percent of 30 µM serotonin response | activation, % at 7.6 µM | hit rate 0.66% among 360,000;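 active = activation above a run cutoff, the mean activation of all tested compounds plus 3 SD, cut at about 14% in these data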;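 note: 0% = plate median of compound wells and 100% = 30 µM serotonin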
# Target sequence (P35363 whole entry, looked up): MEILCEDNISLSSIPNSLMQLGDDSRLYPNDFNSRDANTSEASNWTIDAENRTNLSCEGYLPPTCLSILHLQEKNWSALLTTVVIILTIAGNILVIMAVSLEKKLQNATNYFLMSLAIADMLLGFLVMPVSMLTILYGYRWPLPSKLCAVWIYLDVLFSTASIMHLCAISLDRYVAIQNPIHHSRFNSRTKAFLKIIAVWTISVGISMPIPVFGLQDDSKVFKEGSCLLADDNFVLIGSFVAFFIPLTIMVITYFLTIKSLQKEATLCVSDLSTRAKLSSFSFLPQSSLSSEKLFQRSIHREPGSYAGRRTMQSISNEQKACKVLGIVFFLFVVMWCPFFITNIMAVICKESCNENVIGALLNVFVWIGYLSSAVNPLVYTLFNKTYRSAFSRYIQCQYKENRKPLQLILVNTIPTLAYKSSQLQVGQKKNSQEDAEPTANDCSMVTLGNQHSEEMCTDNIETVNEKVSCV
# PDI turbidity: inhibitors of human PDI, primary screen, biochemical, turbidity, single point, plate reader. Protein disulfide-isomerase (Homo sapiens), P07237. PDI insulin aggregation turbidity, A650, 90 min. inhibition, % at 10 µM. hit rate 0.052% among 350,000;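 active = mean inhibition across replicates of 30% or more, whatever share of single replicates reach that level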;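 note: absorbance from insulin aggregation driven by PDI reduction with DTT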
# Target sequence (P07237 whole entry, looked up): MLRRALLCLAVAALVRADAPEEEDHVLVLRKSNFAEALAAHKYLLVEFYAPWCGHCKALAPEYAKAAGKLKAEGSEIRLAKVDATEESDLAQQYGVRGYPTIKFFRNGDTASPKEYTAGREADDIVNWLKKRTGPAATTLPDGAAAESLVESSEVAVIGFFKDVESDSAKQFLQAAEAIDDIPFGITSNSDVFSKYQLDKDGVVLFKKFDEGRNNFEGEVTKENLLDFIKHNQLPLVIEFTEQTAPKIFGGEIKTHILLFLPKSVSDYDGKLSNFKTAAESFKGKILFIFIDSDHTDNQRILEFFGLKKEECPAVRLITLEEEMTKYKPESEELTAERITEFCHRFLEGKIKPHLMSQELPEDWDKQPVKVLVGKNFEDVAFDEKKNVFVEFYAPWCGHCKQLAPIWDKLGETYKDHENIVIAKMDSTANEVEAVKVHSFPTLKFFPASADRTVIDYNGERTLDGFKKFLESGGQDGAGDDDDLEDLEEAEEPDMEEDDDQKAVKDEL
# NR2E3 ag-1: NR2E3 agonists in two-hybrid cells, primary screen, cell-based, luminescence, CHO-S, Gal4-NCOR/VP16-NR2E3; Photoreceptor-specific nuclear receptor (Homo sapiens), Q9Y5X4; luciferase; inhibition of corepressor binding, % at 3.98 µM; hit rate 0.35% among 360,000; AID 602229, 2012;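 active = inhibition above the mean of all tested compounds plus 3 SD, cut at about 70% in these data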;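 note: 0% = DMSO with NR2E3 transfected cells and 100% = cells lacking NR2E3 construct; higher means lower luciferase signal from less NR2E3 corepressor binding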
# TRPM1 prom inh: inhibitors of MITF-dependent TRPM1 promoter reporter, primary screen, cell-based, SK-MEL-5, single point, luciferase; SK-MEL-5 TRPM1 promoter luciferase, 24 h; inhibition, % at 12.5 µM; hit rate 0.83% among 330,000;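 active = mean inhibition across replicates of 60% or more, whatever share of single replicates reaches that level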; note: values of inactives mirror those of a sister screen read the other way
# HIF-2a block: HIF-2a reporter inhibitors, primary screen, luminescence, 786-0 RCC cells | hit rate 0.72% among 360,000 | 786-0 RCC cells HIF-2a reporter, luciferase luminescence, overnight | inhibition, % at 18.8 µM;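 active = inhibition of the luminescence signal of 40% or more relative to plate controls, in a single-dose primary screen at 18.75 µM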
# Shn3 3UTR inh: reduction of Shn3 3'UTR firefly luciferase signal, primary screen, Schnurri-3 inhibitor project, cell-based, Clone20 osteoblasts, set 2 | Clone20 osteoblast Shn3 3'UTR firefly luciferase, 24 h | inhibition, % at 12.5 µM | hit rate 0.52% among 360,000 | AID 588674, 2011;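 active = mean inhibition of at least 75% with every replicate also reaching 75%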;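 note: 0% = median of neutral control wells and 100% = pilot-screen positive control compound; some compounds past the cut are filed as inactive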
# hiPSC survival: enhancers of single-cell hiPSC survival, primary screen, ATPlite luminescence | AID 602274, 2012 | survival enhancement, % at 20 µM | hit rate 0.044% among 360,000 | 100% = ROCK inhibitor wells, 0% = DMSO; in the data active = survival enhancement above about 18%;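 note: cells exposed to compounds for 16 hours before the ATP read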
# Peg3 promoter: Peg3 promoter-driven luciferase inhibitors, primary screen, cell-based, HeLa, luciferase luminescence. HeLa PEG-Prom luciferase reporter, overnight. inhibition, % at 20 µM. hit rate 1.7% among 360,000. AID 588405, 2011;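 active = inhibition of at least 50% at 20 µM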
# NR2E3 ag-2: inhibitors of NR2E3-RetCOR corepressor binding, primary screen, NR2E3 agonist project, biochemical, TR-FRET, GST-NR2E3, biotin-RetCOR; AID 2300, 2010; Photoreceptor-specific nuclear receptor (Homo sapiens), Q9Y5X4; hit rate 0.12% among 320,000; inhibition of corepressor binding, % at 4.78 µM; 1536-well;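 active = percent inhibition above the cutoff of mean plus 3 SD of all tested compounds, set per screening campaign, cut at about 20% in these data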;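 note: 0% = DMSO wells and 100% = biotin wells as full block of FRET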
#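 system = GST-tagged NR2E3 plus biotinylated RetCOR corepressor | input = 1.35 nM GST-NR2E3 | also added = 7 nM biotin-RetCOR | schedule = 5 h incubation at 4 °C | measured by = TR-FRET with europium anti-GST and streptavidin-D2, 340 nm excitation | read-out = percent loss of FRET ratio relative to control wells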
# Active calls of the source: *; . = not tested or not shown. Hits appear at their usual frequency; 3.9% or so of the library scored in one or more.
Compound	Shn3 3UTR inh	PDI turbidity	NR2E3 ag-1	hiPSC survival	NR2E3 ag-2	Peg3 promoter	m5-HT2A agonist	HIF-2a block	H9c2 protect	TRPM1 prom inh	CaV13 FRET inh
COc1cc(C(=O)NNC(=S)NC(=O)/C=C/c2ccccc2)cc(OC)c1OC	3	-6	15	-0.4	-4	0	-12	12	9	10	-5
Cc1ccc(-c2ccc(/C=N/NC(N)=S)o2)cc1	-46	1	-53	-0.3	7	-107	-3	-222	-5	-5	-4
COc1cccc(COC(=O)C2CC(=O)N(Cc3ccc(C)cc3)C2)c1OC (stereo unspecified)	-2	-11	14	-0.3	3	5	11	7	0	0	-6
COc1cc(/C=C2/C(=N)N3C=CSC3=NC2=O)ccc1OCCCOc1ccccc1C	33	3	-65	-0.3	-3	-110	-4	-25	10	-27	-8
COC(=O)Cc1ccc(NC(=S)N2CCC(Cc3ccccc3)CC2)cc1	32	4	16	1.3	0	-27	-1	0	-10	4	1
COc1cc(/C=C/C(=O)O)cc(OC)c1O	10	-1	-8	-2.2	0	0	-5	3	25	1	-5
O=C(CCCN1C(=O)/C(=C\c2cccs2)SC1=S)Nc1ccccc1O	-9	-3	18	-2.3	.	8	8	9	-6	.	-4
O=C(CCCc1nc(-c2ccc(Cl)cc2)no1)N1CCOCC1	18	0	13	-0.5	-2	-13	1	-6	-4	10	-6
COc1ccccc1NC(=O)CSc1nnc(-c2ccccn2)o1	-46	-5	-54	-0.7	0	-109	-12	-96	0	-69	-3
CCn1c(SCC(=O)N2CCOCC2)nc2c(c1=O)SC(C)C2 (stereo unspecified)	-13	-15	-1	-0.3	3	7	4	11	14	8	0
Fc1c(F)c(C(F)(F)F)c(F)c(F)c1N1CCN(c2ccc3nnc(C(F)(F)F)n3n2)CC1	16	-2	-14	-0.2	-1	-2	4	18	-10	-2	.
O=C(CC1C(=O)NCCN1C(=O)Nc1ccc(Cl)cc1)Nc1ccc(F)cc1 (stereo unspecified)	-45	2	6	-0.5	3	16	-5	13	0	-4	-2
O=C(c1cc2n(n1)C(C(F)(F)F)CC(c1ccc(F)cc1)N2)N1CCCC1 (stereo unspecified)	-1	1	-27	1.5	0	3	-1	-6	1	8	-8
COC(=O)c1cc(OC)c(OC)c(OC)c1NC(=O)c1ccc(S(=O)(=O)N(C)C)cc1	14	-6	-1	3.0	0	3	5	11	1	-2	-5
COc1ccc(S(=O)(=O)N(CC(=O)NCC2CCCO2)C2CCCCC2)cc1OC (stereo unspecified)	14	-3	-10	-0.5	-2	9	-5	2	-1	-3	-2
CCCCn1c(SCC(=O)NC2CCCC2)nnc1-c1ccco1	2	-1	1	0.1	0	-3	-5	8	2	-4	-3
COc1cccc(NC(=O)c2ccc3c(c2)N(C)CCS3)c1	-50	.	-22	-4.3	-1	-276	-1	-265	-9	-60	-6
COc1ccccc1N1C(=O)[C@@H]2C(C(=O)CN3C(=O)c4ccccc4C3=O)=NN[C@@H]2C1=O	-7	0	4	-0.7	0	10	-3	16	3	.	-5
C=CCOc1ccc(C2C(C(=O)c3ccco3)=C(O)C(=O)N2CCCN(CC)CC)cc1 (stereo unspecified)	-9	2	-61	1.2	0	-16	-6	-18	6	10	-3
O=C(NN=Cc1ccccc1C(=O)O)c1cccc(S(=O)(=O)Nc2cccc(C(F)(F)F)c2)c1	-21	1	-26	0.9	.	3	-2	9	7	-3	-3

# (cont.)
Compound	Shn3 3UTR inh	PDI turbidity	NR2E3 ag-1	hiPSC survival	NR2E3 ag-2	Peg3 promoter	m5-HT2A agonist	HIF-2a block	H9c2 protect	TRPM1 prom inh	CaV13 FRET inh
CCOc1ccc(NC(=O)c2ccc3c(c2)N(Cc2ccc(F)cc2)C(=O)CS3=O)cc1 (stereo unspecified)	0	.	-31	-1.2	1	8	-10	-8	8	6	-5
O=c1nccc(N/N=C/c2ccccc2O)[nH]1	2	-12	-136	-0.5	.	-50	-16	-105	22	15	-13
CN(C)CCN(C(=O)c1ccc(S(=O)(=O)N(C)c2ccccc2)cc1)c1nc2cc3c(cc2s1)OCO3	-9	5	-29	-0.1	-3	-24	-2	-54	1	0	.
O=C(Nc1ccc(F)c(Cl)c1)c1cc(C2CCCN(S(=O)(=O)c3cccs3)C2)on1 (stereo unspecified)	-9	4	-23	2.3	.	-35	0	-86	-12	.	-5
Cc1cccc(OCc2nnc(-c3ccc(F)cc3)o2)c1	-44	-14	-37	0.3	-2	-118	1	-100	2	-17	-7
CCc1ccccc1N1CCN(S(=O)(=O)c2cc(OC)ccc2OC)CC1	21	-12	-13	-0.4	-2	23	-1	6	-14	1	-5
CN(C)CCNC(=O)c1ccc(-c2cnn(C)c2)c2ccoc12	9	-1	-35	1.1	.	-2	-5	9	6	.	-4
COCC#Cc1cnc2c(c1)C(=O)N([C@H](C)CO)C[C@H](C)[C@@H](CN(C)S(=O)(=O)c1ccccc1)O2	-6	1	-11	4.3	.	6	-4	2	0	.	-7
Nc1ncnc2nc(SCCN3CCCCC3)[nH]c12	19	-1	2	-2.4	3	4	-1	22	5	-8	-6
O=C(Nn1c(O)c(C=C2N=c3ccccc3=N2)sc1=S)c1ccc(Cl)cc1	-32	2	-16	4.4	0	0	-14	-21	-2	10	-10
CCOc1cc(/C=C2\N=C(C)OC2=O)cc(Br)c1OCCc1ccccc1	-22	12	-5	-1.9	-1	-2	2	14	5	4	-7
CC1=C(C(=O)N(C)CCC#N)C2(CCCCC2)OC1=O	8	-2	-5	5.3	1	-4	4	-3	0	-10	-8
CCOc1ccc(C(OC(=O)c2ccco2)C(=O)NCc2ccc(C)cc2)cc1 (stereo unspecified)	13	1	-12	2.6	-1	-25	8	-16	-3	9	-5
CCOc1ccc(C2c3[nH]c4ccccc4c3CCN2C(=O)Cn2cncn2)cc1 (stereo unspecified)	-16	-5	-5	0.1	0	13	-1	15	-2	7	-7
COc1cc(NC(=O)Nc2cccc(Cl)c2)c(OC)cc1NC(=O)CN1CCCCC1	18	-1	-18	-1.6	-1	0	-2	0	-19	5	.
N#Cc1ccc(OC(=O)Cc2ccsc2)cc1	-13	6	-14	-0.5	1	13	5	7	6	-1	-6
COC(=O)c1sccc1NC(=S)N1CCCC(C)C1 (stereo unspecified)	2	-3	-39	6.5	0	14	0	10	-2	10	-3
O=C(NC1CC2CCCC(C1)N2C(=O)Nc1ccccc1)C1CC1 (stereo unspecified)	-11	-3	-32	0.6	3	4	1	11	0	21	-4
C=C(C)CN1C(=O)C2(OCCO2)c2cc(Br)ccc21	-35	4	17	0.6	-3	-6	0	0	-1	.	-18
Cc1cc(C)n2nc(C(=O)OCC(=O)c3cc(C)n(C)c3C)nc2n1	-7	-4	-15	-0.9	4	29	0	10	1	11	.

# (listing goes on)
Compound	Shn3 3UTR inh	PDI turbidity	NR2E3 ag-1	hiPSC survival	NR2E3 ag-2	Peg3 promoter	m5-HT2A agonist	HIF-2a block	H9c2 protect	TRPM1 prom inh	CaV13 FRET inh
COCCOC(=O)C1=C(C)N=C2SCCC(=O)N2C1c1ccc(OC(=O)c2ccco2)cc1 (stereo unspecified)	7	-5	7	-3.3	2	1	-1	11	-1	-4	-3
COC(=O)C1=C(C)NC(C)=C(C(=O)OC)C1C(=O)OCc1nc2cc(C(=O)OC)ccc2c(=O)[nH]1	-1	-1	-17	-0.6	-1	-9	-5	3	10	-5	-5
COc1ccc(NC(=S)N2CCC(NC(=O)c3cccc(F)c3)CC2)cc1	11	6	2	-0.6	-1	2	3	7	10	3	-3
O=C(NCc1ccccn1)c1cccc(NS(=O)(=O)c2ccc(Br)cc2)c1	-4	4	21	-0.4	4	10	-1	4	-3	-4	-2
Nn1c(COc2ccc(Cl)cc2)nc2ccccc2c1=O	-44	1	-93	-1.5	-2	-221	1	-261	24	-95	-6
CCCN(CCC)CCCNC(=O)CC(C(=O)N1CCc2ccccc21)n1ccnc1 (stereo unspecified)	-44	-4	2	1.1	-1	2	3	-15	-1	14	-4
COc1cccc(-c2cnc(C(O)c3ccccc3OC)[nH]2)c1 (stereo unspecified)	3	11	-23	-2.6	.	-9	-1	-19	1	.	-7

# At a glance, some entries already given.
Compound	Shn3 3UTR inh	PDI turbidity	NR2E3 ag-1	hiPSC survival	NR2E3 ag-2	Peg3 promoter	m5-HT2A agonist	HIF-2a block	H9c2 protect	TRPM1 prom inh	CaV13 FRET inh
O=C(NC1CC2CCCC(C1)N2C(=O)Nc1ccccc1)C1CC1 (stereo unspecified)	-11	-3	-32	0.6	3	4	1	11	0	21	-4
C=C(C)CN1C(=O)C2(OCCO2)c2cc(Br)ccc21	-35	4	17	0.6	-3	-6	0	0	-1	.	-18
Cc1cc(C)n2nc(C(=O)OCC(=O)c3cc(C)n(C)c3C)nc2n1	-7	-4	-15	-0.9	4	29	0	10	1	11	.
COCCOC(=O)C1=C(C)N=C2SCCC(=O)N2C1c1ccc(OC(=O)c2ccco2)cc1 (stereo unspecified)	7	-5	7	-3.3	2	1	-1	11	-1	-4	-3
COC(=O)C1=C(C)NC(C)=C(C(=O)OC)C1C(=O)OCc1nc2cc(C(=O)OC)ccc2c(=O)[nH]1	-1	-1	-17	-0.6	-1	-9	-5	3	10	-5	-5
COc1ccc(NC(=S)N2CCC(NC(=O)c3cccc(F)c3)CC2)cc1	11	6	2	-0.6	-1	2	3	7	10	3	-3
O=C(NCc1ccccn1)c1cccc(NS(=O)(=O)c2ccc(Br)cc2)c1	-4	4	21	-0.4	4	10	-1	4	-3	-4	-2
Nn1c(COc2ccc(Cl)cc2)nc2ccccc2c1=O	-44	1	-93	-1.5	-2	-221	1	-261	24	-95	-6
CCCN(CCC)CCCNC(=O)CC(C(=O)N1CCc2ccccc21)n1ccnc1 (stereo unspecified)	-44	-4	2	1.1	-1	2	3	-15	-1	14	-4
COc1cccc(-c2cnc(C(O)c3ccccc3OC)[nH]2)c1 (stereo unspecified)	3	11	-23	-2.6	.	-9	-1	-19	1	.	-7

# High-throughput results deposited in PubChem BioAssay by several laboratories.
